IDH1 R132H inh: blocks human IDH1 R132H reductase activity; diaphorase/resazurin fluorescence, 60 min; O75874; inhibition, % at 10 µM; 0.18% of 70,000 active; in the data active = inhibition above about 34%;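 also: 0% = DMSO and 100% = no enzyme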
Target sequence (O75874 whole entry R132H): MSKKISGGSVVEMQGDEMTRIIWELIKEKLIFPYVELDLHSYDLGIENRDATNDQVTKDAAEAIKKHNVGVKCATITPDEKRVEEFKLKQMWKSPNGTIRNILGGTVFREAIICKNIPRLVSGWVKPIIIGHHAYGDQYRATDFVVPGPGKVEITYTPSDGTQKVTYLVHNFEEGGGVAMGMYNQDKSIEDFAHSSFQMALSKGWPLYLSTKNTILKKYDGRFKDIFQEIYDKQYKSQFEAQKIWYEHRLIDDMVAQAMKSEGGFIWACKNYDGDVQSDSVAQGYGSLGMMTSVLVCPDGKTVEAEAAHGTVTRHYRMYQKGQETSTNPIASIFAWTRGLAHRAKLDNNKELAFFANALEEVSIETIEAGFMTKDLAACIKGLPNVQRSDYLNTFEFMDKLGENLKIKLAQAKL
EZH2 inh: blocks human EZH2/PRC2 H3K27 methylation | 0.35% of 57,000 active | AID 651548 | inhibition, % at 12.5 µM | DELFIA TRF, 1 h | Q15910;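 active = mean inhibition of replicates at least 50% and every single replicate also reaching 50%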;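 also: dimethyl H3K27 on biotinylated H3 21-44 peptide detected by antibody; plate controls were median neutral control wells for no effect and median positive control wells for full effect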
* hit, by the source's call; nt = no result given. Only part of the results is shown. The share of hits here may be higher or lower than overall.

Value order: IDH1 R132H inh	EZH2 inh
1	CO[C@H]1CC[C@@H]2CCN(C)C(=O)[C@H](C)[C@H](OC)CN(C)C(=O)c3cccc(C#N)c3OC[C@H]1O2
    -0.3	5.2
2	C[C@@H]1CN([C@@H](C)CO)C(=O)c2cc(NC(=O)NC3CCCCC3)ccc2O[C@@H](C)CCCCO[C@H]1CN(C)Cc1ccncc1
    nt	-1.7
3	C[C@H]1CN([C@@H](C)CO)C(=O)c2cccc(NC(=O)c3nc4ccccc4s3)c2O[C@H]1CN(C)C(=O)Nc1ccc(F)cc1
    -0.2	nt
4	CC(C)OC(=O)N(C)C[C@H]1OCc2ccccc2-c2c(n(C)c3ccccc23)C(=O)N([C@@H](C)CO)C[C@@H]1C
    nt	-29.1
5	Cc1noc(C)c1NC(=O)N(C)C[C@H]1OCCCC[C@@H](C)Oc2ccc(NC(=O)NC(C)C)cc2C(=O)N([C@H](C)CO)C[C@@H]1C
    1.7	nt
6	C[C@@H]1CN([C@@H](C)CO)C(=O)c2cc(NS(=O)(=O)c3ccc(Cl)cc3)ccc2O[C@@H](C)CCCCO[C@H]1CN(C)Cc1ccc2c(c1)OCO2
    -1.6	nt
7	C[C@@H]1CN([C@@H](C)CO)C(=O)Cc2cc(NC(=O)Cn3cnnn3)ccc2O[C@H]1CN(C)C
    1.3	-7.2
8	Cc1ccc(S(=O)(=O)Nc2ccc3c(c2)C(=O)N([C@H](C)CO)C[C@H](C)[C@@H](CN(C)S(=O)(=O)c2cccs2)OCCCC[C@@H](C)O3)cc1
    2.2	nt
9	Cc1ccc(C(=O)Nc2sc3c(c2C(=O)NCc2ccco2)CCCC3)cc1
    -0.3	7.7
10	CCCC#Cc1ccc2c(c1)O[C@@H](CN(C)C(=O)CC)[C@H](C)CN([C@H](C)CO)S2(=O)=O
    -0.2	nt
11	Cc1ccc(OCC(=O)Nc2ccc(-c3nc4ccccc4s3)c(O)c2)c(C)c1
    -0.1	9.3
12	CCCC#Cc1cnc2c(c1)C(=O)N([C@H](C)CO)C[C@@H](C)[C@H](CN(C)C(=O)c1cccc(F)c1)O2
    -0.2	nt
13	C[C@H]1CN([C@@H](C)CO)C(=O)c2cc(N(C)C)ccc2O[C@@H]1CN(C)Cc1ccc(C(F)(F)F)cc1
    1.5	6.7
14	COc1ccc(C(=O)Nc2ccc3c(c2)OC[C@H](C)NC[C@@H](C)[C@H](OC)CN(C)C3=O)cc1
    -0.1	3.9
15	C[C@H]1CN([C@@H](C)CO)C(=O)c2cc(-c3ccncc3)cnc2O[C@@H]1CN(C)S(=O)(=O)c1ccc(F)cc1
    2.7	1.9
16	Cc1ccc(S(=O)(=O)Nc2ccc3c(c2)C(=O)N([C@H](C)CO)C[C@@H](C)[C@@H](CN(C)Cc2ccc(C(=O)O)cc2)OCCCC[C@@H](C)O3)cc1
    -2.1	nt
17	CN(C)C(=O)c1cc2c(c(-c3cccc(C4=CCCC4)c3)n1)[C@H](CCO)N([S@@](=O)C(C)(C)C)C2
    -0.2	-4.8
18	Cc1cc(N(CC(=O)Nc2cccc(C(F)(F)F)c2)S(C)(=O)=O)ccc1Br
    2.3	1.0
19	Cc1noc(C)c1S(=O)(=O)Nc1ccc2c(c1)C(=O)N([C@@H](C)CO)C[C@H](C)[C@@H](CN(C)S(=O)(=O)c1ccccc1)O2
    0.6	nt
20	COc1ccc(CN(C)C[C@H]2Oc3c(NS(=O)(=O)c4ccc(Cl)cc4)cccc3C(=O)N([C@H](C)CO)C[C@@H]2C)cc1
    -1.5	-5.2
21	O=C(N/N=C/c1ccc([N+](=O)[O-])c(O)c1)c1ccccc1O
    nt	-29.9
22	CNC[C@H]1Oc2ncc(C#CC3(O)CCCC3)cc2C(=O)N([C@@H](C)CO)C[C@H]1C
    0.5	-5.2
23	CO[C@H]1CN(C)C(=O)c2ccc(NC(=O)Nc3cc(F)ccc3F)cc2OC[C@@H](C)N(C)C[C@@H]1C
    -0.1	4.1
24	C[C@H](CO)N1C[C@H](C)[C@H](CN(C)Cc2ccccc2)Oc2c(NC(=O)c3cnccn3)cccc2C1=O
    nt	-7.5
25	C[C@H](CO)N1C[C@H](C)[C@H](CN(C)S(=O)(=O)c2cccs2)Oc2ccc(NC(=O)Cc3cn(C)c4ccccc34)cc2C1=O
    -0.8	nt
26	C[C@@H]1CN([C@H](C)CO)C(=O)Cc2cc(NC(=O)Nc3cccc4ccccc34)ccc2O[C@H]1CN(C)Cc1ccc(C(=O)Nc2ccccc2N)cc1
    0.2	-34.2
27	CC(C)OC(=O)N(C)C[C@H]1OCc2cn(nn2)CCCC(=O)N([C@H](C)CO)C[C@H]1C
    0.7	1.9
28	Cc1noc(C)c1S(=O)(=O)Nc1ccc2c(c1)C(=O)N([C@H](C)CO)C[C@@H](C)[C@H](CN(C)S(=O)(=O)c1c(C)noc1C)OCCCC[C@@H](C)O2
    1.4	nt
29	Cc1noc(C)c1S(=O)(=O)N(C)C[C@H]1Oc2ccc(NC(=O)NC3CCCCC3)cc2CC(=O)N([C@H](C)CO)C[C@@H]1C
    0.2	nt
30	CNC[C@@H]1Oc2c(NC(=O)c3nc4ccccc4s3)cccc2C(=O)N([C@@H](C)CO)C[C@H]1C
    -1.3	-4.4
31	COc1ccc(NC(=O)N[C@H]2CC[C@@H](CCNS(=O)(=O)c3ccccc3F)O[C@@H]2CO)cc1
    0.0	-5.9
32	CCCNC(=O)Nc1ccc2c(c1)C(=O)N(C)C[C@@H](OC)[C@H](C)CN(CCC(F)(F)F)[C@@H](C)CO2
    0.2	-3.2
33	CO[C@H]1CN(C)C(=O)c2cc(NC(C)=O)ccc2OC[C@H](C)N(C(=O)Cc2ccccn2)C[C@H]1C
    0.2	5.1
34	COc1ccccc1CNC(=O)C[C@@H]1C=C[C@@H](NC(C)=O)[C@@H](CO)O1
    -0.3	-18.2
35	O=C(N[C@@H]1CC[C@@H](CCn2cc(C3(O)CCCC3)nn2)O[C@H]1CO)C1CCOCC1
    0.0	-1.9
36	O=C(C[C@@H]1C=C[C@@H](NC(=O)C2CCC2)[C@H](CO)O1)NCC1CC1
    0.8	12.7
37	C[C@@H]1CN([C@@H](C)CO)C(=O)Cc2cc(NS(=O)(=O)c3ccc(F)cc3)ccc2O[C@H]1CN(C)Cc1ccc(Cl)c(Cl)c1
    0.1	nt
38	CO[C@@H]1CN(C)C(=O)c2cc(NC(C)=O)ccc2OC[C@H](C)N(C(=O)c2cccnc2)C[C@H]1C
    -0.1	1.6
39	Cc1ccc(S(=O)(=O)Nc2ccc3c(c2)CC(=O)N([C@H](C)CO)C[C@H](C)[C@H](CN(C)C(=O)NC2CCCCC2)O3)cc1
    -0.7	-2.2
40	Cc1ccc(S(=O)(=O)N[C@@H]2CC[C@H](CC(=O)N3CCc4ccccc4C3)O[C@@H]2CO)cc1
    0.3	3.1
41	Cc1nc(SCC(N)=O)c2c(C)c(C)sc2n1
    0.1	2.5
42	COCC#Cc1ccc2c(c1)O[C@H](CN(C)C(=O)COC)[C@H](C)CN([C@H](C)CO)S2(=O)=O
    2.9	nt
43	CCS(=O)(=O)Nc1ccc2c(c1)C(=O)N(C)C[C@@H](OC)[C@@H](C)CN[C@@H](C)CO2
    0.5	-5.5
44	C[C@H]1CN([C@@H](C)CO)C(=O)Cc2cc(NS(=O)(=O)c3ccccc3)ccc2O[C@H]1CN(C)Cc1ccc(C(=O)O)cc1
    0.8	nt
45	COC(=O)CN(c1cccc(C(C)=O)c1)S(C)(=O)=O
    0.4	0.3
46	COc1ccc(Oc2ccc(NC(=O)CCC(=O)O)cc2)cc1
    -0.4	-11.0
47	Cc1ccc(S(=O)(=O)Nc2ccc3c(c2)C(=O)N([C@H](C)CO)C[C@H](C)[C@@H](CN(C)Cc2ccc(C(F)(F)F)cc2)OCCCC[C@@H](C)O3)cc1
    1.5	nt
48	C[C@@H]1CN([C@@H](C)CO)S(=O)(=O)c2ccc(Br)cc2O[C@H]1CN(C)Cc1cccc(F)c1
    nt	47.9
49	C[C@H]1CN([C@@H](C)CO)C(=O)c2cc(C3=CCCC3)cnc2O[C@@H]1CN(C)C(=O)c1ccc2c(c1)OCO2
    nt	15.6
50	C[C@@H]1CN([C@@H](C)CO)C(=O)c2cc(C#CC3CCCCC3)cnc2O[C@H]1CN(C)C(=O)Cc1ccccn1
    -0.3	-25.2
51	COC(=O)C1=C(C)n2nnnc2NC1c1cc2ccccc2o1 (stereo unspecified)
    -0.2	2.8
52	CC(C)CC#Cc1cnc2c(c1)C(=O)N([C@H](C)CO)C[C@H](C)[C@@H](CN(C)C(=O)c1cnccn1)O2
    0.2	nt
53	C[C@H]1CN([C@@H](C)CO)C(=O)c2cc(C#CC3(O)CCCC3)cnc2O[C@H]1CN(C)Cc1ccncc1
    -0.1	nt
54	O=C(NCC[C@@H]1CC[C@H](NS(=O)(=O)c2ccccc2)[C@@H](CO)O1)c1cc(Cl)cc(Cl)c1
    -0.3	6.6
55	CCn1c(SCc2nc3ccccc3c(=O)[nH]2)nnc1-c1ccc(Cl)cc1
    -0.6	-13.2
56	CC(C)CC#Cc1ccc2c(c1)O[C@@H](CN(C)C(=O)Nc1ccccc1F)[C@@H](C)CN([C@H](C)CO)S2(=O)=O
    -0.7	-6.8
57	CCN1CCN(Cc2c(C)[nH]c3ccc(C(=O)OC)cc3c2=O)CC1
    -0.2	-6.6
58	C[C@@H]1C=C(C(=O)NCc2nc3ccccc3[nH]2)O[C@H](OCc2ccc(CO)cc2)C1
    nt	2.6
59	Cc1cc(C(=O)Nc2cccc3c2O[C@H](CN(C)Cc2ccc4c(c2)OCO4)[C@H](C)CN([C@H](C)CO)C3=O)n(C)n1
    1.6	11.7
60	C[C@@H]1CN([C@H](C)CO)C(=O)c2cc(NS(=O)(=O)c3ccccc3)ccc2O[C@H]1CN(C)C(=O)Nc1ccccc1
    -0.2	14.9

2 entries drawn at random from those above:
Value order: IDH1 R132H inh	EZH2 inh
46	COc1ccc(Oc2ccc(NC(=O)CCC(=O)O)cc2)cc1
    -0.4	-11.0
60	C[C@@H]1CN([C@H](C)CO)C(=O)c2cc(NS(=O)(=O)c3ccccc3)ccc2O[C@H]1CN(C)C(=O)Nc1ccccc1
    -0.2	14.9

New compounds follow:
no.	structure	IDH1 R132H inh	EZH2 inh
61	C[C@@H]1CN([C@@H](C)CO)C(=O)CCCn2nncc2CO[C@@H]1CN(C)CC1CCCCC1	0.1	nt
62	O=C(C[C@@H]1C=C[C@H](NC(=O)c2ccc3c(c2)OCO3)[C@H](CO)O1)NC1Cc2ccccc2C1	-0.2	-1.7
63	CSc1nc(N2CCCCC2)c2c(c1C#N)CCCC2	-0.1	62.6*
64	Cc1ccc(-c2nnc3c4ccccc4c(C)nn23)cc1S(=O)(=O)NC1CCCCC1	0.0	-4.8
65	C[C@@H]1CN([C@@H](C)CO)C(=O)Cc2cc(NC(=O)Cc3ccccc3)ccc2O[C@H]1CN(C)S(=O)(=O)c1ccc(F)cc1	-0.9	-12.3
66	CS(=O)(=O)Nc1ccc2c(c1)[C@@H]1C[C@H](CC(=O)N3CCOCC3)O[C@H](CO)[C@@H]1O2	0.0	3.9
67	CCn1c(SCC(=O)Nc2ccc(Br)cc2C)nnc1-c1ccccc1F	-0.5	-8.4
68	Cc1ccc(S(=O)(=O)Nc2ccc3c(c2)CC(=O)N([C@H](C)CO)C[C@@H](C)[C@H](CN(C)C(=O)Nc2ccccc2)O3)cc1	-0.5	1.7
69	C[C@@H]1CN([C@H](C)CO)C(=O)CCCn2nncc2CO[C@@H]1CN(C)Cc1ccccc1C(F)(F)F	-0.2	-4.0
70	C[C@H]1CN([C@@H](C)CO)C(=O)c2cc(/C=C/c3ccccc3)cnc2O[C@H]1CN(C)S(=O)(=O)c1cn(C)cn1	0.8	nt
71	Cc1noc(C)c1NC(=O)N(C)C[C@H]1Oc2ccc(NS(=O)(=O)c3ccc(Cl)cc3)cc2CC(=O)N([C@@H](C)CO)C[C@H]1C	0.8	nt
72	Cc1noc(C)c1NC(=O)Nc1cccc2c1O[C@H](CN(C)Cc1ccc(Oc3ccccc3)cc1)[C@H](C)CN([C@@H](C)CO)C2=O	-1.3	nt
73	COc1ccc(S(=O)(=O)Nc2ccc3c(c2)C(=O)N([C@H](C)CO)C[C@@H](C)[C@@H](CN(C)S(C)(=O)=O)OCCCC[C@@H](C)O3)cc1	-0.8	nt
74	Cc1ccc(-c2cc(C(=O)Nc3cc(C)nn3-c3ccccc3)no2)cc1	0.2	16.7
75	COc1ccc(S(=O)(=O)N(C)C[C@H]2Oc3ccc(NS(=O)(=O)c4cccs4)cc3C(=O)N([C@@H](C)CO)C[C@@H]2C)cc1	-3.6	nt
76	Cc1cc2c(=O)n(Cc3ccco3)c(SCc3cc(=O)[nH][nH]3)nc2s1	0.1	-2.8
77	CNc1ccccc1C(=O)OC1OC(C)C(O)C(O)C1O (stereo unspecified)	-0.3	nt
78	COC(=O)c1ccccc1NC(=O)c1ccccc1N(C)S(=O)(=O)c1ccccc1	0.0	5.4
79	CC(=O)c1c(C)n(CC(=O)O)c2ccccc12	-0.2	0.1
80	COc1cccc(S(=O)(=O)N(C)C[C@@H]2OCc3ccccc3-c3c(n(C)c4ccccc34)C(=O)N([C@H](C)CO)C[C@H]2C)c1	-1.8	-15.5
81	CC(C)CC#Cc1cnc2c(c1)C(=O)N([C@H](C)CO)C[C@@H](C)[C@H](CN(C)C(=O)CCN1CCCCC1)O2	-0.4	nt

4 neighbouring entries from above:
no.	structure	IDH1 R132H inh	EZH2 inh
78	COC(=O)c1ccccc1NC(=O)c1ccccc1N(C)S(=O)(=O)c1ccccc1	0.0	5.4
79	CC(=O)c1c(C)n(CC(=O)O)c2ccccc12	-0.2	0.1
80	COc1cccc(S(=O)(=O)N(C)C[C@@H]2OCc3ccccc3-c3c(n(C)c4ccccc34)C(=O)N([C@H](C)CO)C[C@H]2C)c1	-1.8	-15.5
81	CC(C)CC#Cc1cnc2c(c1)C(=O)N([C@H](C)CO)C[C@@H](C)[C@H](CN(C)C(=O)CCN1CCCCC1)O2	-0.4	nt

Source: PubChem
